Screens as filed in PubChem BioAssay.
NPSR antagonist – neuropeptide S receptor (human) antagonism, cAMP | CHO-NPSR cells, cAMP TR-FRET, antagonist mode | Potency, µM (titrated, usually from 38.3 µM), for inactives: at the highest dose activity change, negative = inhibition, hits mostly inhibitors | 220,000 compounds, 1% hits; also: potency is read from the fitted curve at half-maximal effect; % is scaled to controls: 0 for no effect and ±100 for the full control effect; nearly all actives have a fitted effect of over 50% in size; many of its hits are not listed in these tables
Epigenetic derep – regulators of epigenetic silencing causing reporter derepression in mouse cells. AID 1865. murine LDR cells, GFP reporter derepression, 30 h. Potency, µM (series often up to 53.9 µM), for inactives: at the top dose GFP activation, most hits filed as activators. 280,000 compounds, 0.2% hits; also: potency is read from the fitted curve at half-maximal effect; % of control where 0% means no effect; nearly all actives have a fitted effect of over 60% in size
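Murine LDR cells bearing a silenced CMV-driven GFP reporter were exposed to compound for 30 h at 37 C. After PBS washes, GFP-positive cells (20-120 um objects) counted by laser-scanning microplate cytometry.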
GLA spleen mod – alpha-galactosidase A (human) modulation. AID 2107. Potency, µM (highest dose often 80 µM), for the others: at the highest dose activity change, negative = inhibition, hits mostly inhibitors. human spleen homogenate, 4MU-alpha-Gal fluorescence, 40 min. 240,000 compounds, 0.008% hits;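 also: potency is read from the fitted curve at half-maximal effect; 0% = enzyme with vehicle and -100% = no enzyme basal signal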
Target sequence (P06280 32-429 limits assumed): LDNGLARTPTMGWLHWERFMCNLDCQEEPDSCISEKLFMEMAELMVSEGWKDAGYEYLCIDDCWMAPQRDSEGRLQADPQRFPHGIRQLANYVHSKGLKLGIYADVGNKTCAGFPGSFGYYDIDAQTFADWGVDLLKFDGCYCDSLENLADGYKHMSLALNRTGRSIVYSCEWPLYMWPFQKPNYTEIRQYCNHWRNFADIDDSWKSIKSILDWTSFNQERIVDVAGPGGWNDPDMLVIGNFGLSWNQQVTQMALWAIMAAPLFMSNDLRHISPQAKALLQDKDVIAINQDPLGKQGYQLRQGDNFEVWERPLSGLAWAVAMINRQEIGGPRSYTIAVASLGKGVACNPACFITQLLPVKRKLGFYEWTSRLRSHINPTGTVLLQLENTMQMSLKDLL
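Human spleen homogenate (1 ug) as enzyme source, 4-methylumbelliferyl-alpha-D-galactopyranoside 1 mM final, citrate/phosphate pH 5.0 with 0.01% Tween-20. Compounds 40 min at 37C, NaOH/glycine stop; fluorescence Ex 365/Em 440, Hill-fit AC50.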
Tau FP inhib – blocks human tau fibril formation measured by polarization; P10636; K18 P301L tau heparin fibrillization, Alexa594 FP, 6 h; Potency, µM (top dose mostly 57.7 µM), without a hit: at the highest dose activity, negative = inhibition, hits mostly inhibitors; 280,000 compounds, 0.39% hits; AID 1468; also: potency is read from the fitted curve at half-maximal effect; % is scaled to controls: 0 for no effect and ±100 for the full control effect; nearly all actives have a fitted effect of over 55% in size
Target sequence (P10636 561-689 P618L limits assumed): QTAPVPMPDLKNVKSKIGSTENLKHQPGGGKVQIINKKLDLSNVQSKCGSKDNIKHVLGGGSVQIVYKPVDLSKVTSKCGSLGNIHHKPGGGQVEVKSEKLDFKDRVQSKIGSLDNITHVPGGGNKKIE
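Human tau K18 […] P301L fragment, 15 uM unlabeled plus 0.24 uM Alexa 594-labeled tau (final), with compound and 20 uM heparin in 100 mM sodium acetate pH 7; 6 hr at 37 C, then Alexa 594 FP read.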
TRb SRC2 PPI – TRbeta-SRC2 interaction inhibition | P10828 | TRbeta-SRC2 peptide binding, fluorescence polarization; receptor liganded with 1 µM T3 | Potency, µM (doses to about 106 µM), without a hit: at the top dose activity change, negative = inhibition, most hits filed as inhibitors | 280,000 compounds, 0.065% hits;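 also: potency is read from the fitted curve at half-maximal effect; plate controls were bound peptide for no effect and peptide without receptor for full effect; nearly all actives have a fitted effect of over 50% in size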
Target sequence (P10828 whole entry, looked up): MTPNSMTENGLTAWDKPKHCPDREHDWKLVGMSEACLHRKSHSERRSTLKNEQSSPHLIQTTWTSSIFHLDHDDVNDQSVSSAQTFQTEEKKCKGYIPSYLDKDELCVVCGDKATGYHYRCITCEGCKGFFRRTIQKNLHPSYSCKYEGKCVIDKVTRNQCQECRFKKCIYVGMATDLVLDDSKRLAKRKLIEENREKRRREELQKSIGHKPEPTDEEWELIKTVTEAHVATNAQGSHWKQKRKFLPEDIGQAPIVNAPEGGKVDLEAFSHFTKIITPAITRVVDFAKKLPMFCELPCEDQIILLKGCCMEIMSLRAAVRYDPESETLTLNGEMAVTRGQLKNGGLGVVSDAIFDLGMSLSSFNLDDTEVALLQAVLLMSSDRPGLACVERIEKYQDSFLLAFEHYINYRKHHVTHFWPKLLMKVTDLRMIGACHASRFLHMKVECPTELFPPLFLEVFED
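Human TRb ligand-binding domain (0.6 uM) is mixed with 20 nM Texas Red SRC2 peptide and 1 uM T3; after compound addition and 5 hr at ambient temperature, polarization is measured and normalized to unbound and bound controls.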
CBFb RUNX1 block – blocks binding between human CBF-beta and RUNX1 | 230,000 tested, under 10 active | AID 1477 | Potency, µM (doses to about 59.8 µM), without a hit: at the top dose activity, negative = inhibition, usual class: inhibitors | Q01196+Q13951 | AlphaScreen CBFb-His/RUNX1-biotin binding, biochemical; also: % of control where 0% means no effect
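Room-temperature protein-protein interaction test with 30 nM each of His-tagged CBF-beta and biotinylated RUNX1, 15 min with compound, then 90 min with nickel plus streptavidin beads. Signal read in AlphaScreen mode.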
TexasRed fluor – counter-screen for TRb-SRC2 inhibitors: fluorescence interference; TRb/SRC2 Texas Red total fluorescence interference; Potency, µM (titrated, usually from 106 µM), for inactives: at the top dose fluorescence change, negative = quenching; 280,000 compounds, 0.29% hits; AID 1479; active = well fitted curve in either direction with a large enough effect; inconclusive = small, poorly fitted or top-dose-only effect; also: potency is read from the fitted curve at half-maximal effect; % is scaled to controls: 0 for no effect and ±100 for the full control effect
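Human TRb ligand-binding domain at 0.6 uM with 20 nM Texas Red SRC2 peptide in Tris buffer containing 1 uM T3 and 5% DMSO, incubated with compound 5 h at ambient temperature. Total fluorescence (555/632 nm) calculated as parallel + 2 × perpendicular.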
Tau fluor counter – counter-screen for tau fibril formation inhibitors; Potency, µM (doses to about 57.7 µM), without a hit: at the highest dose activity change, negative = decrease; tau K18 P301L (four-repeat tau fragment) Alexa594 fluorescence, heparin fibrillization; AID 1463; 280,000 compounds, 0.93% hits; also: potency is read from the fitted curve at half-maximal effect; % is scaled to controls: 0 for no effect and ±100 for the full control effect; nearly all actives have a fitted effect of over 55% in size
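Human K18 P301L tau (15 uM unlabeled plus 0.24 uM Alexa 594-labeled, final) in 100 mM sodium acetate pH 7 was mixed with compound and 20 uM heparin and incubated 6 hr at 37 C.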
The depositor's hits bear a star; ? = inconclusive; · = no result given; [ ] = another dose, or the depositor's remark. Unless noted, calls follow the shape of the dose curve; as a rule, active = well fitted curve in the direction sought with a large enough effect; inconclusive = small, poorly fitted or top-dose-only effect, or another doubt; inactive = no such curve, though single readings can be large; an effect the other way counts as inactive or inconclusive. These rows are one share of the data (hit frequency here may not be typical).

SMILES | NPSR antagonist | Epigenetic derep | GLA spleen mod | Tau FP inhib | TRb SRC2 PPI | CBFb RUNX1 block | TexasRed fluor | Tau fluor counter
CCc1cccc(CC)c1N(COC)C(=O)Cn1c(C(C)O)nc2ccccc21 (stereo not given) | -25%[46.1 µM] | 1.6% | -2% | -3% | -9% | -2% | 0% | -5%
O=C(O)C1=C[C@@H](c2ccccc2)C[C@@H](OCc2ccc(CO)cc2)O1 | -15% | 0.9% | 17% | -5% | -7% | -18% | -4% | 5%
Cc1ccc(C)c(C(C)NC(=O)c2ccc(Br)o2)c1 (stereo not given) | -2% | 0.1% | -1% | 1% | 7% | -2% | -5% | 0%
COc1ccc(CCNc2ncnc3sccc23)cc1OC | 14% | -1.1% | 2% | 3% | -1% | 0% | 3% | -9%
Cc1ccccc1OCC(=O)NC(=S)Nc1ccc(N2CCCC2)cc1 | 13% | 0.9% | -5% | -9% | -3% | -4% | 1% | ?
CCSc1nnc(Cc2cc(=O)[nH]c(=O)[nH]2)n1-c1ccc(Cl)cc1 | 19% | 1.0% | 4% | 2% | 2% | 7% | 0% | -1%
Cc1ccc(-c2nn(-c3ccccc3)cc2/C=C(\C#N)c2cccc(C#N)c2)o1 | -17%[46.1 µM] | ? | 10% | -7% | 2% | 6% | 1% | -22%
Cc1cc(-c2ccccc2)[nH]c(=O)c1S(=O)(=O)c1ccc(Cl)cc1 | 6%[46.1 µM] | -0.4% | 11% | -1% | 1% | -4% | -6% | 5%
CC1Cc2ccccc2N1Cc1nc2cc(C(F)(F)F)ccc2c(=O)[nH]1 (stereo not given) | -12%[46.1 µM] | -3.0% | 4% | 7% | -5% | 1% | 2% | -18%
CCN(C(=O)C(NS(=O)(=O)c1cccc2nsnc12)c1ccccc1)c1ccccc1 (stereo not given) | · | -1.3% | · | 2% | 6% | · | -3% | -20%
CCn1c(=O)c([N+](=O)[O-])c(N2CCSCC2)c2ccccc21 | -45% | 1.3% | -1% | -8% | 4% | -2% | -2% | -12%
Cc1ccc(-c2nnn(CC(=O)N(Cc3cccs3)C(C(=O)NC3CCCC3)c3ccco3)n2)o1 (stereo not given) | 2%[46.1 µM] | -0.1% | 8% | -14% | -3% | -3% | -1% | -2%
Cc1c(CC(=O)NCc2ccc(F)cc2)c(=O)oc2cc(O)c(Cl)cc12 | · | 11% | · | -7% | 3% | · | 6% | -14%
C=CCN=C1SC(CC)C(=O)N1S(=O)(=O)c1ccc(C)cc1 (stereo not given) | -18%[46.1 µM] | -1.5% | -5% | -11% | 1% | 7% | -1% | -12%
NS(=O)(=O)c1ccc(CNC(=O)c2ccc(Cl)c([N+](=O)[O-])c2)cc1 | -9% | 3.7% | -5% | 7% | 10% | 0% | -2% | 4%
C=CCN1C(=O)/C(=C\c2ccc(Cl)cc2)N=C1SCC(=O)NCCC | -12%[46.1 µM] | 0.0% | -14% | -12% | -9% | 2% | 0% | -13%
Cc1cccc(N2CCN(C(=O)Cc3c(C(=O)O)c(C)cn3C)CC2)c1C | · | -1.3% | · | 2% | 2% | · | 0% | -1%
CC(=O)c1oc2ccccc2c1NC(=O)COC(=O)c1ccc(-n2nc(C)cc2C)cc1 | ? | 6.9% | 7% | -11% | -14% | -4% | 0% | -13%
Cc1onc(-c2ccccc2Cl)c1C(=O)NCc1cccnc1 | -6%[46.1 µM] | -15% | 4% | -4% | -10% | 13% | -4% | 4%
Cn1c(=O)c2c(nc(NCCNC(=O)c3ccco3)n2Cc2ccccc2Cl)n(C)c1=O | -6%[46.1 µM] | -0.1% | -5% | 2% | -3% | -4% | -4% | -5%
CCCOc1ccc(/C(O)=C2/C(=O)C(=O)N(CCN(CC)CC)C2c2ccncc2)cc1 (stereo not given) | 5%[46.1 µM] | 1.0% | 1% | 0% | 7% | 5% | 1% | 2%
CS(=O)(=O)N(CC(=O)Nc1ccc2c(c1)OCO2)c1ccc(Cl)cc1 | -2%[46.1 µM] | 0.8% | -4% | 5% | -2% | ? | -9% | -18%
CCc1nnc(NC(=O)C2CC(=O)N(c3ccc(C)cc3)C2)s1 (stereo not given) | -5%[46.1 µM] | 0.0% | -2% | 5% | -4% | 9% | 1% | -7%
COc1ccc(/C=C2\SC(=N)N(c3ccc(F)cc3)C2=O)cc1 | 4% | 0.9% | -1% | -5% | -5% | 0% | 1% | -1%
O=C(OC(C(=O)NCc1cccs1)c1ccccn1)c1cccs1 (stereo not given) | -7%[46.1 µM] | -7.7% | -3% | -6% | -12% | 7% | 3% | -10%

Next part.
SMILES | NPSR antagonist | Epigenetic derep | GLA spleen mod | Tau FP inhib | TRb SRC2 PPI | CBFb RUNX1 block | TexasRed fluor | Tau fluor counter
CC(=O)c1ccc(NC(=O)c2nc3ccccc3n(C)c2=O)cc1 | · | 0.0% | · | -7% | 1% | · | 1% | -5%
CCOc1ccc(CCNC(=O)CCCc2nnc3n(CCCOC)c(=O)c4sccc4n23)cc1 | · | 2.7% | · | 1% | 0% | · | 0% | -1%
COCCCNC(=O)CN(c1cc(C(F)(F)F)ccc1Cl)S(C)(=O)=O | -1% | 2.1% | -16% | -4% | -1% | 11% | -4% | -11%
COc1ccccc1C(=O)CSc1cccc[n+]1[O-] | 24% | 2.1% | -5% | 1% | -8% | -11% | -6% | -7%
CN(C)C(=O)CNC(=O)C1CCCCC1 | -1%[46.1 µM] | -0.9% | -3% | 11% | 1% | 1% | -3% | 0%
NC(=O)COc1ccccc1/C=C1/SC(=O)N(CC(=O)N2CCc3ccccc3C2)C1=O | -16%[46.1 µM] | -1.1% | 4% | 1% | 0% | -1% | -5% | -14%
Cc1nc2ccccc2n1CC(=O)OCC(=O)NC1CC1 | 15% | -2.6% | -4% | -5% | 3% | 2% | -3% | -3%
CO[C@@H]1COC(=O)[C@H](C)NC(=O)C/C=C\[C@@H](C)[C@@H](NS(=O)(=O)c2ccc(C)cc2)COC(=O)C/C=C\[C@@H]1C | · | 0.0%[10.1 µM] | 1%[17.5 µM] | 5%[11.6 µM] | 1%[11.2 µM] | 16%[13.1 µM] | -3%[11.2 µM] | 2%[11.6 µM]
CCNC(=O)N1c2ccc(OC)cc2C(C)=CC1(C)C | -13%[46.1 µM] | 0.7% | 8% | -5% | -5% | -5% | 0% | -21%
CCCOc1ccc(OC(=O)c2sc3ncn(Cc4cccc(F)c4)c(=O)c3c2C)cc1 | · | -1.1% | · | ? | -5% | · | -2% | ?
Cc1ccccc1NC(=O)CSc1nc2ccccc2c2nc(CCn3c(C)nc4ccccc43)nn12 | · | 14% | · | 1% | -1% | · | -4% | -14%
COc1ccc(/C=C(\C#N)C(=O)Nc2cccnc2)cc1 | 7% | -0.1% | 0% | 3% | -18% | 8% | -3% | -6%
CCOC(=O)C(Cc1ccccc1)NC(C)=O (stereo not given) | -4%[46.1 µM] | 4.3% | -2% | 6% | -2% | -2% | 4% | 1%
Cc1cc2cc(CNC(=O)c3ccc(S(=O)(=O)N4CCOCC4)cc3)ccc2[nH]1 | -3% | 1.1% | 3% | 5% | 8% | -15% | 0% | -6%
CCCCCCC(=O)Nc1nc(C)c(-c2csc(Nc3cc(OC)ccc3OC)n2)s1 | -22%[46.1 µM] | 0.0% | 4% | ? | -2% | -28% | 1% | ?
COc1ccccc1NC(=O)NCc1nc(-c2ccc(C(F)(F)F)cc2)no1 | -6% | -2.9% | 10% | -2%[0.0958 µM] | -4% | 8% | 1% | 5%[0.0958 µM]
Cc1c(Cl)cccc1NC(=O)C1Cc2ccccc2CN1C(=O)c1ccccc1 (stereo not given) | -18%[46.1 µM] | 0.0% | -3% | -8% | 1% | -11% | -11% | -11%
O=C(CSc1nnc(-c2ccccc2)o1)n1c2c(c3ccccc31)CCCC2 | -6%[46.1 µM] | 0.0% | 0% | 0% | 5% | 5% | 2% | 0%
CCOC(=O)C(NC(=O)c1ccccc1)=C(C)C | 2%[46.1 µM] | 0.1% | 1% | -8% | -1% | 4% | -2% | -9%
CCOc1ccc(C2C(C#N)=C(N)Oc3cc(C)oc(=O)c32)cc1 (stereo not given) | 4% | 0.0% | -4% | -3% | 7% | 3% | -3% | 4%

A stretch of the results above, for reference:
SMILES | NPSR antagonist | Epigenetic derep | GLA spleen mod | Tau FP inhib | TRb SRC2 PPI | CBFb RUNX1 block | TexasRed fluor | Tau fluor counter
Cc1c(CC(=O)NCc2ccc(F)cc2)c(=O)oc2cc(O)c(Cl)cc12 | · | 11% | · | -7% | 3% | · | 6% | -14%
C=CCN=C1SC(CC)C(=O)N1S(=O)(=O)c1ccc(C)cc1 (stereo not given) | -18%[46.1 µM] | -1.5% | -5% | -11% | 1% | 7% | -1% | -12%
NS(=O)(=O)c1ccc(CNC(=O)c2ccc(Cl)c([N+](=O)[O-])c2)cc1 | -9% | 3.7% | -5% | 7% | 10% | 0% | -2% | 4%
C=CCN1C(=O)/C(=C\c2ccc(Cl)cc2)N=C1SCC(=O)NCCC | -12%[46.1 µM] | 0.0% | -14% | -12% | -9% | 2% | 0% | -13%
Cc1cccc(N2CCN(C(=O)Cc3c(C(=O)O)c(C)cn3C)CC2)c1C | · | -1.3% | · | 2% | 2% | · | 0% | -1%
CC(=O)c1oc2ccccc2c1NC(=O)COC(=O)c1ccc(-n2nc(C)cc2C)cc1 | ? | 6.9% | 7% | -11% | -14% | -4% | 0% | -13%
Cc1onc(-c2ccccc2Cl)c1C(=O)NCc1cccnc1 | -6%[46.1 µM] | -15% | 4% | -4% | -10% | 13% | -4% | 4%
Cn1c(=O)c2c(nc(NCCNC(=O)c3ccco3)n2Cc2ccccc2Cl)n(C)c1=O | -6%[46.1 µM] | -0.1% | -5% | 2% | -3% | -4% | -4% | -5%
CCCOc1ccc(/C(O)=C2/C(=O)C(=O)N(CCN(CC)CC)C2c2ccncc2)cc1 (stereo not given) | 5%[46.1 µM] | 1.0% | 1% | 0% | 7% | 5% | 1% | 2%
